Rat MKP-3 inhibitors: inhibition of rat DUSP6 enzyme activity – biochemical, in vitro, primary screen (AID 425) | recombinant MKP-3 phosphatase activity, fluorescence; higher % means a stronger effect | actives 0.17% (n = 110,000) | inhibition, % at 20 µM; hits with a dose series show IC50 in µM; in the data active = inhibition above about 50%;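 also: plate controls were vehicle for no effect and reference inhibitor for full effect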
Hsp70 displacement: small molecules displacing fluorescent ligand from Hsp70 – biochemical, fluorescence polarization, primary screen (AID 583). Hsp70 fluorescence polarization probe displacement, mP; higher % means a stronger effect. actives 0.06% (n = 140,000). one-dose displacement, % at 20 µM; IC50 in µM for titrated hits; in the data active = displacement above about 50%;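 also: plate controls were vehicle for no effect and reference ligand for full effect; a part of the inactive calls stands beside numbers as strong as those of hits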
* hit, by the source's call; . = not tested or not shown; & = joins results of further samples.

Below each SMILES – Rat MKP-3 inhibitors	Hsp70 displacement
O=C(CSc1nc2ccccc2nc1SCC(=O)N1CCOCC1)N1CCOCC1
→ -8%	-2.5%
O=c1ccc2cc3c([nH]c4ccc(Br)cc43)oc-2c1O
→ 0%	3.3%
CCOc1ccc(-c2nc(C#N)c(NCc3ccc4c(c3)OCO4)o2)cc1
→ -3%	0.6%
COc1ccc(S(=O)(=O)N(CCc2ccccc2)CC(=O)NCCCO)cc1
→ -6%	0.6%
O=C(Nc1cccc(S(=O)(=O)N2CCOCC2)c1)c1cc2c(s1)CCC2
→ .	-2.7%
O=C(Nc1ccc(S(=O)(=O)NCCc2ccccc2)cc1)c1ccc(Br)o1
→ -11%	2.8%
COc1ccc(OC)c(S(=O)(=O)N2CCCCCC2)c1
→ 7%&0%	9.3%&-5.3%
Cc1ccc(S(=O)(=O)N2CCCC2C(=O)NC2=NCCS2)cc1 (stereo not drawn)
→ -5%	-1.5%
O=C(Nc1nc2c(ccc3ccccc32)s1)c1ccco1
→ 0%	5.2%
COc1ccccc1N1CCN(/N=C(\C)c2ccc(O)cc2)CC1
→ 1%	-0.4%
COc1ccc(-c2nnc3ccc(SCC(=O)NCC4CCCO4)nn23)cc1 (stereo not drawn)
→ -10%	2.6%
CCOC(=O)N1CCN(CC(=O)c2ccc3c(c2)CCN3)CC1
→ -1%	-2.7%
COc1ccc(-c2nn(-c3ccccc3)cc2C(=O)Nc2nccs2)cc1OC
→ .	-1.0%
CS(=O)(=O)N(CC(=O)NCc1ccco1)c1ccc(Cl)c(C(F)(F)F)c1
→ -15%	0.3%
COc1ccccc1C(=O)NN1C(=O)/C(=C/c2ccc(N(C)C)cc2)SC1=S
→ 1%	-63%
CC(=O)CC(=O)Nc1ccc2ccccc2c1
→ -1%	8.1%
Cc1cc(C(=O)COc2ncnc3sccc23)c(C)n1C1CC1
→ 0%	-0.3%
O=C(Cn1cnc2c(nnn2Cc2ccc(Cl)cc2)c1=O)NCc1ccco1
→ 2%	2.2%
CC1Oc2ccccc2N(CC(=O)NCCc2ccccc2)C1=O (stereo not drawn)
→ -5%	-3.7%
Cc1cn(C2CC(O)C(CO)O2)c(=O)n(C)c1=O (stereo not drawn)
→ 0%	-1.9%
CCOc1cc(/C=C2\SC(=S)N(CCOC)C2=O)ccc1O
→ 1%	-8.4%
COc1cccc(CN2C(=O)c3ccccc3C2C(=O)NCC2CCCO2)c1 (stereo not drawn)
→ .	-4.1%
COc1ccc(CC(=O)O/N=C(\N)c2cccnc2)cc1OC
→ 4%	-2.5%
COC(=O)c1ccc(CSc2nnc(-c3ccncc3)n2Cc2ccccc2)o1
→ -7%	1.3%
COc1ccccc1OCCNC(=O)c1ccc(OC)c([N+](=O)[O-])c1
→ 2%	6.4%
O=C(c1c(Cl)cccc1Cl)N1CCN(c2cccc(Cl)c2)CC1
→ 3%	5.5%
C/C(CC(=O)Nc1cccc2ccccc12)=N\NC(=O)c1ccoc1C
→ 2%	-5.5%
COc1ccc(C)cc1NS(=O)(=O)c1cc(C)ccc1C
→ .	1.4%
O=C1OC(c2ccccc2Cl)=N/C1=C\c1ccccc1C(F)(F)F
→ 2%	0.2%
COC(=O)C1=COC(C)C2CN3CCc4c([nH]c5ccccc45)C3CC12 (stereo not drawn)
→ -3%	-0.7%
NC(=O)C1CCN(C2CC(=O)N(c3cccc(Br)c3)C2=O)CC1 (stereo not drawn)
→ 0%	1.6%
COc1cccc(NC(=O)Cc2cccs2)c1
→ 1%	-0.2%
CCOC(=O)c1sc2ncn(/N=C/c3ccccn3)c(=O)c2c1C
→ -4%	-1.4%
CSCCC(C(=O)O)N1C(=O)c2ccc(C(=O)O)cc2C1=O (stereo not drawn)
→ -13%	0.5%
COc1ccc(C2(C)NC(=O)N(Cc3cc(Cl)cc4c3OCOC4)C2=O)cc1OC (stereo not drawn)
→ -14%	0.2%
COc1ccc2[nH]c(=O)c(CNc3cccc(C)c3)cc2c1
→ .	3.5%
O=C(Nc1nc2ccccc2s1)C1CC(=O)N(c2ccccc2)C1 (stereo not drawn)
→ .	-2.7%
COc1ccc(OC)c(C(C(=O)NCc2ccco2)N(C(=O)Cn2nnc3ccccc32)C(C)C)c1 (stereo not drawn)
→ -3%	-3.2%
CC(C)CNC(=O)CCCc1ccccc1
→ .	1.9%
Cc1cc(C)c2[nH]c(=O)c(C(c3nnnn3Cc3ccc4c(c3)OCO4)N3CCCC3)cc2c1 (stereo not drawn)
→ -2%	-7.9%
COc1ccc(OC)c(NC(=O)C2CC(=O)N(c3ccc(Br)cc3)C2)c1 (stereo not drawn)
→ -16%&3%	2.7%&-1.1%
COc1ccc(NC(=O)COc2ccc(C)cc2C)cc1OC
→ 3%	1.6%
CCn1c(SCC(=O)OC2CCCCC2)nc2ccccc2c1=O
→ -1%	-1.7%
Cc1ccc2ncnc(NCc3ccco3)c2c1
→ 1%	6.9%
CN1CCC(=NNC(=O)CN(c2cccc(Cl)c2)S(=O)(=O)c2ccccc2)CC1
→ 0%	0.4%
CC(=O)N1CCCc2ccccc21
→ .	7.2%
CNC(=O)c1ccccc1NC(=O)c1cccc(S(=O)(=O)N2CCC(C)CC2)c1
→ -7%	0.0%
CSc1nc(-c2ccccc2)nc2c1COC(C)(C)C2
→ -7%	-1.1%
CCOC(=O)C1CCCCN1C(=O)CCc1c(C)nc2ncnn2c1C (stereo not drawn)
→ -5%	1.6%
COc1ccc(-c2cc(C(F)(F)F)nc(N3CCN(c4ccc(F)cc4)CC3)n2)cc1OC
→ -7%	.
OC(CN1C2=NCCN2c2ccccc21)c1ccc(Br)cc1 (stereo not drawn)
→ 2%	20%
CC(C)C(C)(C#N)NC(=O)CSc1nnc(-c2ccccc2)o1 (stereo not drawn)
→ .	-0.2%
CCn1c(SCC(=O)N2CCc3ccccc32)nnc1-c1ccncc1
→ -16%	5.6%
Cc1cc(Oc2ccc(=O)n(C)n2)nc(Oc2ccc(=O)n(C)n2)n1
→ -12%	-1.1%
CC(C)c1nnc(SCC(=O)N2CCc3ccccc32)n1C
→ .	-1.6%
Cc1ccccc1OCCC(=O)Nc1c(C)n(C)n(-c2ccccc2)c1=O
→ -6%	0.1%
Cc1ccsc1C=Nc1ccc(-c2ccc([N+](=O)[O-])cc2)cc1
→ 0%	11%
CCNc1nc(OC)nc(Oc2ccc(C(=O)OC)cc2)n1
→ .	-0.6%
COc1cc(C(=O)N/C(=C/c2ccco2)C(=O)Nc2ccccc2)cc(OC)c1OC
→ 3%	-4.3%
COc1ccccc1-c1nnc(-c2ccco2)o1
→ 1%	2.4%

Brought forward from above: 4 entries; new compounds follow.
Below each SMILES – Rat MKP-3 inhibitors	Hsp70 displacement
Cc1ccsc1C=Nc1ccc(-c2ccc([N+](=O)[O-])cc2)cc1
→ 0%	11%
CCNc1nc(OC)nc(Oc2ccc(C(=O)OC)cc2)n1
→ .	-0.6%
COc1cc(C(=O)N/C(=C/c2ccco2)C(=O)Nc2ccccc2)cc(OC)c1OC
→ 3%	-4.3%
COc1ccccc1-c1nnc(-c2ccco2)o1
→ 1%	2.4%
COc1cccc(-c2cc(C(F)(F)F)nc(-n3cc(Cl)cn3)n2)c1
→ .	0.9%
O=C(c1ccc(Cl)cc1)N1CCCCC(Sc2nnc(-c3ccc4c(c3)OCO4)o2)C1=O (stereo not drawn)
→ -4%	1.2%
CCCC1=C(C(=O)OCC)C(c2ccc(CC)cc2)NC(=O)N1 (stereo not drawn)
→ 0%	3.8%
COCCOC(=O)c1c(C)oc2ccc(OCc3cccc(Br)c3)cc12
→ 0%	3.4%
CC(C)c1cccc(C(C)C)c1NC(=O)c1cccs1
→ -1%	-2.5%
CCCCc1noc2c1/C(=N\O)CC(c1ccccc1)C2 (stereo not drawn)
→ -5%	2.2%
Cc1ccc(NC(=O)c2cccc(OCc3c(C)noc3C)c2)c(C)c1
→ -14%	-0.3%
N#Cc1nc(Cc2cccc3ccccc23)oc1NCCCN1CCOCC1
→ 4%	6.1%
Clc1cccc(-c2nn3c(-c4ccncc4)nnc3s2)c1
→ -5%	1.3%
C=CCOc1ccc(/C=C2\C(=O)NC(=O)N(c3ccc(F)cc3)C2=O)cc1OC
→ 4%	-2.5%
CC(=O)N1c2ccccc2C(C)(c2ccccc2)CC1(C)C (stereo not drawn)
→ .	-1.1%
O=C(CSc1ccc2nnc(-c3ccccc3)n2n1)NCc1ccco1
→ -3%	-0.5%
O=C(Nc1ccccn1)c1cc(-n2cnnc2)ccc1Cl
→ -17%	.
COc1ccc(CCNS(=O)(=O)c2ccccc2[N+](=O)[O-])cc1OC
→ 3%	-2.7%
N#Cc1c(NC(=O)CSc2nnnn2C2CCCC2)sc2c1CCCC2
→ -1%	6.7%
COC(=O)C1=C(C)NC(=O)CC1c1ccc(Cl)c(Cl)c1 (stereo not drawn)
→ 0%	1.5%
O=C(O)C1CC=CCC1C(=O)Nc1ccc(S(=O)(=O)N2CCCc3ccccc32)cc1 (stereo not drawn)
→ 5%	-1.7%
O=c1c2c3nc4ccccc4nc3n(/N=C/c3ccco3)c2ncn1CCC1=CCCCC1
→ 11%	1.9%
COc1ccc(C2=NOC(C(=O)NCCN3CCOCC3)C2)cc1 (stereo not drawn)
→ -1%	0.8%
CCOCCOC(=O)c1cccc(NC(=O)Nc2ccc(Cl)cc2)c1
→ 4%	0.0%
O=C1OC(c2ccc(F)cc2)=N/C1=C\c1ccc(OC(=O)c2ccccc2Cl)cc1
→ 2%	-2.0%
Cc1ccc(NC(=O)N(Cc2cc3cc(C)cc(C)c3[nH]c2=O)CC2COCCO2)cc1 (stereo not drawn)
→ 4%	-2.8%
CCc1ccc(N2C(=O)c3sc4nnc(C)c(=O)n4c3C2=O)cc1
→ -4%	-6.7%
O=C(NC(c1ccccc1Cl)c1c(O)ccc2ccccc12)c1ccccc1 (stereo not drawn)
→ 2%	1.4%
Nc1ccccc1Nc1ccncc1[N+](=O)[O-]
→ .	-1.7%
CC(=O)Oc1ccc(C)cc1-n1nc2ccccc2n1
→ .	1.2%
O=C(NC1CCCCC1)NC1CC2CCC(C1)N2C(=O)NC1CCCCC1 (stereo not drawn)
→ -21%	-2.2%
c1ccc2cc(OCCCCn3ccnc3)ccc2c1
→ -2%	0.7%
N#Cc1nc(Cc2ccccc2)oc1NCc1cccnc1
→ -7%	-0.3%
COc1ccc(C(c2nnnn2CC2CCCO2)N2CCN(c3ccc(F)cc3)CC2)cc1 (stereo not drawn)
→ 6%	-2.6%
O=C(CC(C(=O)O)N1CCOCC1)c1ccccc1 (stereo not drawn)
→ 1%	3.0%
O=C(Oc1ccc([N+](=O)[O-])cc1)c1ccc(Br)c(S(=O)(=O)N2CCCCC2)c1
→ -1%	-0.5%
O=C1c2ccccc2C(O)N1CCN1CCOCC1 (stereo not drawn)
→ -5%	1.3%
O=S1(=O)CC(O)C(Nc2ccccc2)C1 (stereo not drawn)
→ .	1.0%
CCOC(=O)c1c(NC(=O)CCCC(=O)O)sc2c1CCC(C(C)(C)C)C2 (stereo not drawn)
→ 4%	4.7%
CCS(=O)(=O)Nc1ccc(Cc2ccncc2)cc1
→ -10%&3%	2.9%&1.2%
COc1ccc(NC(=O)Nc2nnc(-c3ccccc3SCc3ccccc3)s2)cc1
→ .	4.2%
COc1ccc(OC)c(/C=c2\sc3nc4c(Br)c(C)c(C)cc4n3c2=O)c1
→ 3%	2.3%
O=C1CN(C(=O)CNC(=O)c2ccccc2)CC(=O)N1
→ 1%	1.3%
CCN(CC)C1CC(=O)N(c2ccc(Cl)cc2)C1=O (stereo not drawn)
→ 0%	-2.4%
CCn1nnnc1-c1ccc(OC)c(S(=O)(=O)Nc2ccc(C(=O)OC)cc2)c1
→ -11%	13%
COc1ccc(NC(=O)c2sc(SC)nc2N)cc1
→ -14%	3.6%
O=C(CCN1C(=O)c2ccccc2C1=O)Nc1ccc(-c2nc3ccccc3o2)cc1
→ -5%	-0.5%
COc1ccc(Cl)cc1NS(=O)(=O)c1ccc(OC)c(OC)c1
→ .	-2.2%
CS(=O)(=O)NCc1nnc(SCc2ccccc2C(F)(F)F)o1
→ -4%	-2.5%
O=C(NCc1cccs1)c1cc2c(s1)CCCC2
→ -8%	2.6%

Full records as entered above:
`COc1ccc(Cl)cc1NS(=O)(=O)c1ccc(OC)c(OC)c1` is listed with Rat MKP-3 inhibitors: .; Hsp70 displacement: -2.2%
`O=C1CN(C(=O)CNC(=O)c2ccccc2)CC(=O)N1` is listed with Rat MKP-3 inhibitors: 1%; Hsp70 displacement: 1.3%
`CCS(=O)(=O)Nc1ccc(Cc2ccncc2)cc1` is listed with Rat MKP-3 inhibitors: -10%&3%; Hsp70 displacement: 2.9%&1.2%

These rows are one share of the data. The share of hits here may be higher or lower than overall.
